Compound activity as filed in PubChem.
OX1R antagonist: OX1R (HCRTR1) antagonists, primary screen, fluorescence, CHO/OX1R cells, Fluo-8 calcium, orexin A; Orexin/Hypocretin receptor type 1 (Homo sapiens), O43613; Fluo-8 calcium fluorescence; inhibition, % at 5 µM; 330,000 tested, 0.43% active; AID 434989, 2010;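 active = inhibition above its plate's threshold, mean inhibition of all tested compounds on the plate plus 3 SD, cut at about 37% in these data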;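 note: 0% = orexin A challenge wells and 100% = SB-334867-A antagonist wells; not every result past the cut was called active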
Target sequence (O43613 whole entry, looked up): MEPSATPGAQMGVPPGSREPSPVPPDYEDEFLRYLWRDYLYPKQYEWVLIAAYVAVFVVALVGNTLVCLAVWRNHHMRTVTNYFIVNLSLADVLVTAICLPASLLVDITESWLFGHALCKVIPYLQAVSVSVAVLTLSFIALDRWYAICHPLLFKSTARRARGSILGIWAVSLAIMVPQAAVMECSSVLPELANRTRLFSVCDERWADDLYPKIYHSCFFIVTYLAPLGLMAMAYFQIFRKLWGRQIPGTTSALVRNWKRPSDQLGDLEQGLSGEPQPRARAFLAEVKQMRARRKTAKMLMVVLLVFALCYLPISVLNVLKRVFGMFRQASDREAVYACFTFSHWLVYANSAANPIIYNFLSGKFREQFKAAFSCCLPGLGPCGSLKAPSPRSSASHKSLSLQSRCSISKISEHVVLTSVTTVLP
CHT allo act: CHT positive allosteric modulators, primary screen, cell-based, membrane potential dye, choline EC20. High affinity choline transporter 1 (Homo sapiens), Q9GZV3. CHT-expressing cells; stronger effect = higher value; LV-AA mutant CHT in HEK293 cells. B-score at 10 µM. 310,000 tested, 0.49% active;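 active = initial fluorescence not abnormally high and integrated response B-score, plate-corrected, over 3 SD above library mean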
Target sequence (Q9GZV3 whole entry, looked up): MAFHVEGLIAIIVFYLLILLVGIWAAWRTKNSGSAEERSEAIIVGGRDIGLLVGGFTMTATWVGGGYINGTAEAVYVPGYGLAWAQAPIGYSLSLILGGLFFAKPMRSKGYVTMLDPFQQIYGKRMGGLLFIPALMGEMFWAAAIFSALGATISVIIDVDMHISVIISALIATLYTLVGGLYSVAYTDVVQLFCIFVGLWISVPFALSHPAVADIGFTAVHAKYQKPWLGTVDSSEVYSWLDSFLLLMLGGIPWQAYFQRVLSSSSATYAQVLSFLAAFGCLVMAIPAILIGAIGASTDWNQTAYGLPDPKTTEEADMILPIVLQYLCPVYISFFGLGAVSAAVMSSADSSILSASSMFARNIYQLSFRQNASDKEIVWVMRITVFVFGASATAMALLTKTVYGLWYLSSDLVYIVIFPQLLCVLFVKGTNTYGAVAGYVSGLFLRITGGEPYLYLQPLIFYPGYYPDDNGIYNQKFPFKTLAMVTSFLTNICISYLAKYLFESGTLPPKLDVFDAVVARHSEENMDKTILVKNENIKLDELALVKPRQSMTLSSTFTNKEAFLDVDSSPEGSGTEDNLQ
An asterisk follows results filed as active; i = inactive; . = not tested or not shown.

SMILES | OX1R antagonist | CHT allo act
O=C(Nc1ccccc1)Oc1ccc[nH]c1=O | -1 | i
CCOCCCNC(=O)c1oc2ccc3c(c2c1C)C(O)CC(C)(C)O3 (stereo not drawn) | . | i
O=S(=O)(Nc1ccc(Br)cn1)c1ccc2ccccc2c1 | -9 | i
CCOc1ncccc1C(=O)N1CCN(Cc2ccc3c(c2)OCO3)CC1 | 7 | i
COc1ccc(N2Cc3ccccc3C2=NC(=O)c2cccc([N+](=O)[O-])c2)cc1 | -13 | i
COc1ccc(NC(=O)CN(C)C(=O)c2cn(-c3ccccc3)nc2-c2ccc(OC)cc2)cc1 | -22 | .
Cc1ccc(OCCC(=O)OCC(=O)NC2CCCC(C)C2C)cc1 (stereo not drawn) | -8 | .
Cc1cc(C)c(NC(=O)CN(C)C(=O)CCC(=O)c2ccc(C)s2)c(C)c1 | -51 | .
COC(=O)N/N=C/c1cccc([N+](=O)[O-])c1 | -3 | i
CCCCCCC[N+](CC)(CC)CCCCc1ccc(Cl)cc1 | -9 | i
Cc1ccc(S(=O)(=O)CCC(=O)OCC(=O)c2c[nH]c3ccccc23)cc1 | 10 | i
Cc1cc(OCC(=O)N(C)Cc2ccccc2)ccc1Cl | -21 | i
CCOc1ccc(-n2nc3ccc(N)cc3n2)cc1 | . | i
CC1(C)Cc2c(C#N)c(N3CCCC3)nc(-c3ccco3)c2CO1 | -36 | i
Cc1ccc(N2CC(C(=O)NCc3ccccn3)CC2=O)cc1 (stereo not drawn) | -3 | i
COc1ccc2[nH]cc(CCNC(=O)Cc3ccc(Br)cc3)c2c1 | -29 | i
O=C(CSc1nnc(COc2ccc(Cl)cc2)o1)OC1CCCCC1 | 8 | i
CCOC(=O)C1=C(C)N=c2s/c(=C/c3cccc(OCC(=O)O)c3)c(=O)n2C1c1ccc(F)cc1 (stereo not drawn) | -9 | i
O=C(CSc1ccccc1F)NCCCN1CCCC1=O | -13 | i
C=CCn1c(SCCOC)nc2c1c(=O)[nH]c(=O)n2C | -2 | i
CC(C)CCC1(C)NC(=O)N(CC(=O)NCC(=O)Nc2ccc(F)c(F)c2F)C1=O (stereo not drawn) | -10 | .
CCOc1ccc(-c2n[nH]c(C)c2Oc2ccc(OC)cc2)c(O)c1 | 6 | i
COc1ccc(N2CCN(C(c3cccs3)C(C)NC(=O)c3ccc4c(c3)OCO4)CC2)cc1 (stereo not drawn) | -35 | i
C=CCNC(=O)C(=O)c1cccn1-c1ccsc1C(=O)OC | -27 | i
Cc1ccc(S(=O)(=O)NCC2CCCO2)cc1[N+](=O)[O-] (stereo not drawn) | -8 | i
CSCCC(N=C1NS(=O)(=O)c2ccccc21)C(=O)NCc1ccccc1F (stereo not drawn) | -19 | i
CCOc1ccc(/C=N/NC(=O)CCC(=O)Nc2ccc(F)cc2)cc1 | -17 | i
O=C1/C(=C/c2ccncc2)Oc2cc(OS(=O)(=O)c3ccccc3)ccc21 | -27 | i
O=C(Nc1ccccc1N1CCOCC1)C1CCN(S(=O)(=O)c2cccc(C(F)(F)F)c2)CC1 | -31 | i
CN(C)S(=O)(=O)c1ccc(-c2csc(-c3cccnc3)n2)cc1 | -16 | i
CC(C)(C)OC(=O)N[C@H](C(=O)OC(C)(C)C)c1ccc2c(c1)OCO2 | -9 | .
O=C(NN1CCOCC1)c1cc(-c2ccccc2)nc2ccccc12 | -22 | i
COC(=O)CNC(=S)NC(=O)c1ccc(C(C)(C)C)cc1 | -1 | i
COCCNC(=O)C(c1ccc(C)o1)N(CC1CCCO1)C(=O)Cn1nnc2ccccc21 (stereo not drawn) | -31 | i
O=C(Nc1cccnc1Cl)C1=NN(c2ccccc2)C(=O)CC1 | -13 | i
CCc1cc2c(C)cc(=O)oc2cc1Oc1ncccc1[N+](=O)[O-] | -11 | i

Reprinted from the results shown, 17 compounds:
SMILES | OX1R antagonist | CHT allo act
C=CCn1c(SCCOC)nc2c1c(=O)[nH]c(=O)n2C | -2 | i
CC(C)CCC1(C)NC(=O)N(CC(=O)NCC(=O)Nc2ccc(F)c(F)c2F)C1=O (stereo not drawn) | -10 | .
CCOc1ccc(-c2n[nH]c(C)c2Oc2ccc(OC)cc2)c(O)c1 | 6 | i
COc1ccc(N2CCN(C(c3cccs3)C(C)NC(=O)c3ccc4c(c3)OCO4)CC2)cc1 (stereo not drawn) | -35 | i
C=CCNC(=O)C(=O)c1cccn1-c1ccsc1C(=O)OC | -27 | i
Cc1ccc(S(=O)(=O)NCC2CCCO2)cc1[N+](=O)[O-] (stereo not drawn) | -8 | i
CSCCC(N=C1NS(=O)(=O)c2ccccc21)C(=O)NCc1ccccc1F (stereo not drawn) | -19 | i
CCOc1ccc(/C=N/NC(=O)CCC(=O)Nc2ccc(F)cc2)cc1 | -17 | i
O=C1/C(=C/c2ccncc2)Oc2cc(OS(=O)(=O)c3ccccc3)ccc21 | -27 | i
O=C(Nc1ccccc1N1CCOCC1)C1CCN(S(=O)(=O)c2cccc(C(F)(F)F)c2)CC1 | -31 | i
CN(C)S(=O)(=O)c1ccc(-c2csc(-c3cccnc3)n2)cc1 | -16 | i
CC(C)(C)OC(=O)N[C@H](C(=O)OC(C)(C)C)c1ccc2c(c1)OCO2 | -9 | .
O=C(NN1CCOCC1)c1cc(-c2ccccc2)nc2ccccc12 | -22 | i
COC(=O)CNC(=S)NC(=O)c1ccc(C(C)(C)C)cc1 | -1 | i
COCCNC(=O)C(c1ccc(C)o1)N(CC1CCCO1)C(=O)Cn1nnc2ccccc21 (stereo not drawn) | -31 | i
O=C(Nc1cccnc1Cl)C1=NN(c2ccccc2)C(=O)CC1 | -13 | i
CCc1cc2c(C)cc(=O)oc2cc1Oc1ncccc1[N+](=O)[O-] | -11 | i

The listing continues:
SMILES | OX1R antagonist | CHT allo act
CN(Cc1ccc(F)cc1)C(=O)CCc1nnc(-c2ccccc2)o1 | -1 | i
Cn1c(C(=O)O)c(CC(=O)NCC2COc3ccccc3O2)c2ccccc21 (stereo not drawn) | -16 | i
CC(=O)Nc1ccc(/C=N/NC(=O)CCN2CCN(c3ccccc3)CC2)cc1 | -10 | i
Cc1ccc(NC2CCCN(C(=O)CCN3CCCCO3)C2)cc1C (stereo not drawn) | -22 | i
COc1ccc(CCN=CC2=C(O)CC(C)(C)CC2=O)cc1 | -21 | i
Cc1ccc2oc(C(F)(F)C(F)F)cc(=O)c2c1 | 4 | i
CCOc1ccc(OCC)c(NC(=O)CN2CCN(c3cccc(C)c3C)CC2)c1 | -17 | i
C#CCOCCOCCOCCNc1nc(N2CCN(C(=O)C(Cc3ccc(O)cc3)n3cc(C(N)CC(C)C)nn3)CC2)nc(N2CCN(C(=O)C(Cc3ccc(O)cc3)n3cc(C(N)C(C)CC)nn3)CC2)n1 (stereo not drawn) | 2 | i
O=C1c2ccccc2C(=O)N1c1nc2nccc(-c3ccccc3)n2n1 | -9 | i
CCN(CC)C(=O)[C@H]1CC(CC(=O)NC(C)(C)C)C(=O)N2CCc3c([nH]c4ccc(OC)cc34)[C@]12C (stereo partly drawn) | -24 | .
COc1cccc(OCc2cc(C(=O)N3CCN(c4ccccc4OC)CC3)no2)c1 | -23 | i
Cc1cccnc1NC(=O)CN1C(=O)NC(C)(c2ccc3ccccc3c2)C1=O (stereo not drawn) | -28 | i
Cc1cc(=O)n2c3ccccc3n(CC(O)CN3CCN(Cc4ccccc4)CC3)c2c1C#N (stereo not drawn) | -26 | 7.6*
C=CCOC(=O)C1=C[C@H](c2coc3ccccc3c2=O)[C@@H](CCCO)[C@H](OCC)O1 | -19 | i
S=c1[nH]nc(-c2ccccn2)n1/N=C/c1cccc(Cl)c1 | 6 | i
COc1ccc(NC(=O)c2sc(Cl)nc2-c2ccccc2)cc1 | -31 | i
CCOc1ccc(/C=N/NC(=O)C(O)c2ccccc2)c(O)c1 (stereo not drawn) | -9 | i
Cc1cc(C)nc(NS(=O)(=O)c2ccc(NC(=O)c3cccc(N4C(=O)CCC4=O)c3)cc2)n1 | -12 | i
CN(C(=O)CSc1ncnc2sccc12)C1CCCCC1 | -16 | .
COC(=O)Cc1ccc(NC(=S)NCCSc2ccc(C)cc2)cc1 | -30 | i
CCOC(=O)c1ccc(N2NC(=O)/C(=C/c3ccc(OC(=O)c4ccco4)c(OC)c3)C2=O)cc1 | 11 | i
Cc1ccc(NC(=O)NC2(C(=O)NCc3ccco3)CCCCC2)cc1 | -16 | i
N#Cc1ccc(C(=O)N2CCN(S(=O)(=O)c3ccc(Cl)s3)CC2)cc1 | -4 | .
COc1cc(C)c(Cl)cc1S(=O)(=O)NCCN1CCOCC1 | -10 | i
CN1C(=O)NC(c2ccc(O)cc2)C(C(=O)c2cccs2)C1(O)C(F)(F)F (stereo not drawn) | -7 | i
CCOc1ncccc1C(=O)Nc1nnc(C)s1 | 1 | i
CC1CCN(CC(=O)NC2CCCCC2)CC1 | 4 | i
COc1cc(C(=O)OCCN2CCCCC2)ccc1O | -12 | i
CCn1c(SCC(=O)N/N=C/C=C/c2ccco2)nnc1-c1ccccc1 | -9 | i
CSCC[C@H](NC(=O)Nc1cccc(C(F)(F)F)c1)C(=O)O | -6 | i
Nc1cc(=O)[nH]c(SCc2ccccc2Cl)n1 | -15 | i
CC1(C)Cc2c(sc(NC(=O)C(=O)N3CCCC3)c2C#N)CO1 | -19 | i
COc1ccc(C2C(C#N)=C(N)Oc3c2c(C)nn3-c2ccccc2)cc1Cn1nc(C)c([N+](=O)[O-])c1C (stereo not drawn) | -27 | i
CCS(=O)(=O)Nc1cccc(C(=O)O)c1 | -3 | i
O=C(/C=C/c1ccco1)NCCc1ccccc1 | 0 | i
COc1ccc(Cl)cc1NS(=O)(=O)c1c(C)nc2sccn2c1=O | -15 | i
COc1ccc(Cl)cc1C(=O)Nc1ccncc1 | -23 | i
Cc1ccccc1CN1CCN(S(=O)(=O)c2ccc(F)cc2)CC1 | -29 | i
CCNc1nc(SCCOc2ccc(Br)cc2)nc(N(C)C)n1 | -31 | i
CC(=O)Oc1ccc2c3c(c(=O)oc2c1C)CCCC3 | -28 | i
Cc1ccc(C)c(NS(=O)(=O)c2ccc(OCC(=O)N3CCOCC3)cc2)c1 | -23 | i
COc1ccc(CN(C)C(=O)COC(=O)c2c(C)nn(-c3ccc(F)cc3)c2Cl)cc1 | -36 | .
O=S(=O)(c1ccc(Nc2ccc(-c3ccc4c(c3)OCCO4)nn2)cc1)N1CCCC1 | -2 | i
CC(C)Sc1nc2c(c(=O)n1C)SC(C)C2 (stereo not drawn) | -10 | i
Cc1noc(/C=C/N(C)C)c1S(=O)(=O)N1CCCC(C(=O)NCc2cccs2)C1 (stereo not drawn) | -15 | i
COCCn1c(=NC(=O)CSCC(=O)N2CCOCC2)sc2ccccc21 | -20 | i
C/C(Cl)=C/CSc1nnc2n(N)c(=O)c3ccccc3n12 | -13 | i
CC(C)c1ccc(NC(=O)c2snc3ccc(Cl)cc23)cc1 | -34 | i
O=C(Nc1nnc(C2CCCCC2)s1)C1CC(=O)N(c2ccccc2)C1 (stereo not drawn) | -15 | i
Cc1cc(C)n(CCN(C)C(=O)C2CCC(=O)N(CCN3CCOCC3)C2)n1 (stereo not drawn) | -7 | i
O=C(O)Cn1nnnc1SCC(=O)Nc1ccccc1F | -5 | i
N#Cc1c(N)nc2c(c1-c1cccnc1)CCCCC2 | -26 | i
CS/C(=C\[N+](=O)[O-])Nc1ccc(C)cc1 | -6 | i
CCCCN(C(=O)c1ccncc1)c1c(N)n(CCC)c(=O)[nH]c1=O | -4 | .
Cc1ccc(-n2[nH]c(C)c(C=Nc3ccc4[nH]c(=O)[nH]c4c3)c2=O)cc1 | 13 | i
CC12CCC(C(=O)N(c3ccccc3Cl)C1=O)C2(C)C (stereo not drawn) | -18 | i
Cc1cc(C)n(CC(=O)N/N=C/c2ccc3c(c2)OCO3)n1 | 4 | i
CCOC(=O)c1[nH]c(C(=O)O)c(CCC(=O)OC)c1C | -7 | i
CCOC(=O)c1ccc(NC(=O)NCCN2CCCCC2)cc1 | -23 | i
COc1cc(OC)cc(C(=O)N2CCCc3ccccc32)c1 | -20 | i
The list continues:
SMILES | OX1R antagonist | CHT allo act
CCC(=O)c1ccc(OCC(=O)OCC(=O)Nc2ccc(C)c(S(=O)(=O)N3CCCCC3)c2)cc1 | 25 | .
O=C1CCCc2cc3c(cc21)CC1(C3)Cc2cc3c(cc2C1)C(=O)CCC3 | -3 | i
COc1ccc(C(=O)N(CN2CCCC2=O)c2nccs2)cc1OC | -2 | i
CCCCN(CC)C(=O)Cc1cn(C)c2ccccc12 | -27 | i
CC1(C)CC(=O)C2=C(C1)OC(N)=C(C#N)C2c1cn(-c2ccccc2)nc1-c1ccccc1 (stereo not drawn) | -46 | i
CCOC(=O)N1CCN(Cc2nc3ccc([N+](=O)[O-])cc3c(=O)n2-c2ccccc2F)CC1 | -9 | i
O=C(NC1CC1)C1CCN(c2ncnc3c2sc2cccc(F)c23)CC1 | -11 | i
Cn1cccc1-c1nc2ccc(NC(=O)c3ccccc3)cc2[nH]1 | -13 | i
COc1cc(-c2nc(S(=O)(=O)c3ccc(Cl)cc3)c(N3CCOCC3)o2)cc(OC)c1OC | -44 | i
Cc1cccc(N2CCN(C(=O)c3ccc4c(c3)OCCO4)CC2C)c1 (stereo not drawn) | -3 | i
COc1cccc(S(=O)(=O)NCc2ccc(C(=O)Nc3ccc(Cl)cc3)cc2)c1 | -1 | i
CCOc1ccc(N2C(=O)CC(Sc3nc(O)c(CC)c(=O)[nH]3)C2=O)cc1 (stereo not drawn) | -13 | i
O=C(NC1CCCCCC1)C1CCC(=O)N(Cc2ccccc2F)C1 (stereo not drawn) | -19 | i
CCN(Cc1ccccc1)Cc1ccc(OCc2ccccc2)cc1 | -34 | i
CCCCCCCCCCOC(=O)C[N+](C)(C)C/C=C(/C)Cl | -21 | i
CCOC(=O)CC(NC(=O)CCS(=O)(=O)c1ccc2c(c1)n(C)c(=O)c(=O)n2C)c1ccc(C)cc1 (stereo not drawn) | -2 | i

Outcome played no part in choosing rows (roughly 0.83% active in at least one column).
